Large T inhibition: SV40 large T antigen inhibitors, biochemical (AID 1903); SV40 large T antigen ATPase/helicase inhibition assay; higher % means a stronger effect; hit rate 0.39% among 310,000; one-dose inhibition, % at 20 µM; IC50 in µM for titrated hits; in the data active = a potency from the dose series; inconclusive = inhibition mostly from about 32% at the one dose, without a potency; inactive = the rest, 99 in 100 with inhibition below about 32%; note: strong numbers were not always called active
ER stress rescue: rescue of cells from ER stress-induced death, primary screen, 384-well, CSM14.1, thapsigargin, ATP luminescence (AID 1222); CSM14.1 thapsigargin-induced death rescue, ATP luminescence; higher % means a stronger effect; one-dose cellular ATP content (survival), % at 20 µM; EC50 in µM for titrated hits; 190,000 tested, under 10 active;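 active = EC50 below 50 µM in the dose-response confirmation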;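 note: death triggered by thapsigargin at about 15 µM added after 2 h compound pretreatment; cell ATP read after overnight thapsigargin exposure of roughly 18 to 22 hours; normalized against plate controls of thapsigargin alone and 5% DMSO vehicle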
West Nile antiviral: West Nile virus antiviral activity, cell-based, CPE readout (AID 1621) | West Nile virus-infected cells, CPE inhibition; higher % means a stronger effect | one-dose CPE inhibition, % at 10 µM; IC50 in µM for titrated hits | hit rate 0.02% among 290,000; in the data active = a potency from the dose series; inconclusive = CPE inhibition mostly from about 3.7% at the one dose, without a potency; inactive = the rest, 99 in 100 with CPE inhibition below about 2.2%; note: strong numbers were not always called active
human PMI inhibitors: human PMI inhibitors, high substrate, primary screen, biochemical, fluorescence intensity, high mannose 6-phosphate (AID 1220) | Mannose-6-phosphate isomerase (Homo sapiens) | recombinant PMI enzyme, coupled fluorescence intensity; higher % means a stronger effect | inhibition, % at 20 µM; hits with a dose series show IC50 in µM | hit rate 0.66% among 190,000
Salmonella PhoP GFP: inhibitors of PhoP regulon expression, primary screen, Salmonella Typhimurium, GFP reporter (AID 1863). one-dose inhibition, % at 50 µM; IC50 in µM for titrated hits. S. Typhimurium PhoP-regulated promoter GFP reporter, 4 h; higher % means a stronger effect. hit rate 0.16% among 300,000;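 active = inhibition over 29.93%, a cutoff 3 SD above the screen mean, later confirmed by dose response; inconclusive = inhibition over 29.93% but no dose response follow-up; inactive = inhibition at most 29.93% or unconfirmed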;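 note: 0% = low Mg2+ inducing control and 100% = high Mg2+ repressing control; strong numbers were not always called active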
human PMI inhibition: inhibitors of human PMI, primary screen, biochemical, fluorescence intensity, coupled assay (AID 1209); Mannose-6-phosphate isomerase (Homo sapiens); purified PMI enzyme, coupled fluorescence intensity; higher % means a stronger effect; inhibition, % at 20 µM; hits with a dose series show IC50 in µM; hit rate 0.42% among 190,000;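 note: plate controls were DMSO vehicle for no effect and wells lacking substrate for full effect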
TNAP activators: human TNAP enzyme activators, primary screen, biochemical, luminescent, no phosphate acceptor, uHTS (AID 1001); Alkaline phosphatase, tissue-nonspecific isozyme (Homo sapiens); purified TNAP, luminescent activation assay, no phosphate acceptor; higher activation fold means a stronger effect; one-dose activation fold at 20 µM; EC50 in µM for titrated hits; hit rate 0.03% among 200,000; in the data active = activation fold from about 3, or a potency from the dose series; inactive = the rest, 99 in 100 with activation fold below about 1.6; note: many of its hits are not listed in these tables
Insulin prom up: insulin promoter activators in MIN6 cells, imaging, high-content screening, mouse beta cells | hit rate 0.3% among 190,000 | MIN6 insulin promoter-GFP reporter; stronger effect = higher value | z-score at 5 µM;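 active = z-score above 3 at 5 µM with at least 500 cells counted in the well; inconclusive = wells under 500 cells, flagged as cytotoxic or low count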
RSV CPE inhibition: RSV antiviral activity via CPE protection, HEp-2 cells, primary 10 µM value included (AID 2391); HEp-2 cells, RSV-induced CPE inhibition; higher % means a stronger effect; CPE inhibition, % at 10 µM; hits with a dose series show IC50 in µM; hit rate 0.13% among 310,000; in the data active = a potency from the dose series; inconclusive = CPE inhibition mostly from about 23% at the one dose, without a potency; inactive = the rest, 99 in 100 with CPE inhibition below about 21%; note: strong numbers were not always called active
Insulin prom up cell count: recorded beside Insulin prom up, whose call it bears; cell count; measured here: cytotoxicity, nuclei count;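 total cells summed across four imaged fields per well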
Active calls of the source: *; ? = inconclusive; . = no result given. Cut-off read from the data, not from the text of the source, unless noted: active = inhibition above about 50%; inactive = the rest.

SMILES	Large T inhibition	ER stress rescue	West Nile antiviral	human PMI inhibitors	Salmonella PhoP GFP	human PMI inhibition	TNAP activators	Insulin prom up	Insulin prom up cell count	RSV CPE inhibition
CN(Cc1ccccc1)C(=O)CN1CCN(C(c2ccccc2)c2ccccc2)CC1	7%	-0.2%	-1.0%	12%	4%	12%	1.2	-0.35	1509	6.9%
Cn1cnnc1SC1c2cccc3cccc(c23)C1NS(=O)(=O)c1ccccc1 (stereo not given)	10%	-3.7%	-0.7%	-8%	-12%	6%	1.2	1.8	1477	1.8%
COc1ccc(CCNc2oc(-c3ccc(OC)c(OC)c3)nc2P(=O)(OC)OC)cc1OC	19%	0.0%	-0.4%	-7%	-5%	-2%	1.4	0.06	1468	3.9%
CN(Cc1cnn(C)c1)C(=O)CC1C(=O)NCCN1Cc1cccc(Oc2ccccc2)c1 (stereo not given)	8%	.	0.2%	.	-7%	.	.	0.52	1070	0.8%
O=C(C1CCC1)N1CCc2cc(S(=O)(=O)N3CCCCC3)ccc21	4%	-2.4%	.	8%	17%	11%	1.1	-1.1	1377	0.9%
COc1ccc(CNC(=O)c2cnc(C)cn2)cc1	29%	-0.5%	-0.3%	-7%	20%	-8%	1	0.04	1310	1.4%
O=C(C1=C[C@H](c2coc3ccccc3c2=O)C[C@H](OCCCCO)O1)N1CCOCC1	15%	-1.5%	-0.1%	-6%	0%	-4%	1.1	.	.	1.0%
Cc1ccc2oc(C(=O)N3CCC(O)(c4ccccc4)CC3)c(C)c2c1	1%	.	-0.9%	.	5%	.	.	.	.	3.0%
O=C(CN(c1ccc(F)cc1)S(=O)(=O)c1ccc2c(c1)OCCO2)NCc1cccnc1	10%	-2.5%	0.0%	3%	37%	2%	1.1	-1.9	818	4.2%
Cn1c(=O)c(Sc2ccc(Cl)cc2)c(O)c2ccccc21	6%	1.2%	-0.1%	-2%	14%	-8%	1	-0.06	1246	4.8%
Cc1ccc(S(=O)(=O)N(CC(=O)N/N=C/c2cccc3c2OCCO3)c2ccccc2F)cc1	19%	-0.6%	0.2%	4%	8%	-6%	0.7	0.26	858	3.4%
Cn1c2ccccc2c2cc(C(=O)O)ccc21	12%	-0.9%	2.8%	-5%	-25%	0%	1	.	.	1.4%
COC(=O)c1ccccc1-c1cn(C)c2ccccc2c1=O	20%	.	-0.3%	.	9%	.	.	.	.	4.5%
COc1ccc(CNC(=O)C2CCN(S(=O)(=O)N3CCOCC3)CC2)cc1	-2%	-2.0%	1.2%	-7%	-4%	-9%	1	.	.	-1.1%
COc1ccc(Cn2c(=O)[nH]c3cc(C(=O)NCCCN4CCCC4=O)ccc3c2=O)cc1	.	-1.5%	1.0%	-2%	0%	-12%	1	-0.52	1470	1.6%
CCC(=O)Nc1ccc2nn(-c3ccc(F)cc3)nc2c1	-6%	.	?	.	-2%	.	.	.	.	2.3%
COc1ccc(/C=C/C(=O)NCCc2c[nH]c3ccccc23)cc1OC	5%	.	-0.6%	.	-1%	.	.	.	.	6.5%
C/C(Cn1nnc([N+](=O)[O-])n1)=N\NC(=O)c1ccccc1O	12%	.	0.6%	.	6%	.	.	-1.8	765	-1.2%
CCn1c(CC(=O)Nc2ccccc2)nnc1SCC(=O)NC1CCCC1	6%	.	-0.1%	.	3%	.	.	.	.	1.1%
Cc1cccc2[nH]c(CN(C)C(=O)CC3C(=O)NCCN3CC(C)(C)C)nc12 (stereo not given)	2%	-0.6%	0.1%	15%	-7%	8%	1.1	-0.04	1326	-0.8%
Cc1cc(NC(=O)c2ccccc2-c2ccccc2)ccc1Br	7%	9.1%	-0.7%	8%	30%	3%	1.1	0.12	1391	2.1%
COc1ccc(/C=N/OCc2ccccc2C#N)c(OC)c1	8%	.	0.1%	.	-5%	.	.	.	.	1.6%
COc1ccc(C(=O)Nc2ccc(N3CCN(C)CC3)cc2)cc1[N+](=O)[O-]	24%	0.3%	-0.3%	3%	-4%	0%	1	0.14	1634	-1.9%
CCOC(=O)CC1(NC(=O)C2CCC(=O)N(CCc3ccc(OC)cc3)C2)CCCCC1 (stereo not given)	5%	.	-0.3%	.	-7%	.	.	.	.	0.4%
CCn1c2ccccc2c2cc(C3C(C#N)=C(N)Oc4n[nH]c(COC)c43)ccc21 (stereo not given)	6%	-0.8%	0.5%	30%	-12%	39%	1	0.31	1255	?

Retrieved by compound from the entries so far (two):
SMILES	Large T inhibition	ER stress rescue	West Nile antiviral	human PMI inhibitors	Salmonella PhoP GFP	human PMI inhibition	TNAP activators	Insulin prom up	Insulin prom up cell count	RSV CPE inhibition
C/C(Cn1nnc([N+](=O)[O-])n1)=N\NC(=O)c1ccccc1O	12%	.	0.6%	.	6%	.	.	-1.8	765	-1.2%
COc1ccc(CNC(=O)C2CCN(S(=O)(=O)N3CCOCC3)CC2)cc1	-2%	-2.0%	1.2%	-7%	-4%	-9%	1	.	.	-1.1%

Later entries:
SMILES	Large T inhibition	ER stress rescue	West Nile antiviral	human PMI inhibitors	Salmonella PhoP GFP	human PMI inhibition	TNAP activators	Insulin prom up	Insulin prom up cell count	RSV CPE inhibition
O=C(NC1CCCCC1)C(c1ccco1)N(CCc1ccccc1)C(=O)C(F)(F)F (stereo not given)	9%	-2.8%	-0.7%	0%	5%	3%	1.1	.	.	3.2%
COc1ccc(CCNC(=O)C2CCCCC2C(=O)O)cc1OC (stereo not given)	-3%	-1.2%	0.1%	0%	-12%	3%	1.1	0.35	1533	0.9%
Cc1cccc(C)c1OCc1cc(C(=O)N2CC3C[C@@H]4CC2C[C@H](C3)C4)no1	2%	.	-0.4%	.	-7%	.	.	.	.	?
COC(=O)Cc1ccc(NC(=S)NCCSc2ccc(Cl)cc2)cc1	4%	.	0.4%	.	-2%	.	.	0.09	996	5.5%
COc1ccc(Cn2c(O)c(C=Nc3ccc(OC)cc3)c3ccccc3c2=O)cc1	5%	3.6%	0.1%	22%	5%	21%	1	0.02	1239	2.0%
Cc1cccc(C)c1NC(=O)CN1N=NC2C(=O)N(c3cccc(Cl)c3)C(=O)C21 (stereo not given)	18%	-3.0%	-0.2%	4%	-12%	13%	1.3	-0.28	1248	0.6%
CSc1nnc(C2CCCN(CC(=O)Nc3ccccc3N3CCOCC3)C2)n1C(C)C (stereo not given)	6%	.	-0.3%	.	-3%	.	.	.	.	4.6%
CSc1nnc(N2C(=O)C(O)=C(C(=O)c3ccco3)C2c2ccccc2)s1 (stereo not given)	7%	.	-0.1%	.	-14%	.	.	.	.	0.5%
O=C(NC1CCN(Cc2ccccc2)CC1)c1ccccc1	6%	.	-0.2%	.	0%	.	.	.	.	-0.4%
COc1cccc(/C=C/C(=O)OCC(=O)Nc2cc(S(=O)(=O)N3CCOCC3)ccc2C)c1	13%	2.0%	0.2%	-7%	0%	-7%	1	0.25	1318	-0.6%
CCN1CCN(C(=O)CCc2nc3ccccc3n2-c2ccccc2)CC1	-2%	-2.6%	-0.5%	4%	-5%	-7%	1.1	0.21	1134	0.5%
CCN1C(=O)C2C(C1=O)N1C(c3cccs3)C3C(=O)N(CC)C(=O)C3N1C2c1cccs1 (stereo not given)	5%	-1.0%	0.0%	-6%	-9%	-1%	1.1	0.49	1499	-0.5%
Cn1c(N/N=C/c2cccs2)cc(=O)n(C)c1=O	17%	-0.8%	.	-18%	10%	-12%	0.9	-0.54	833	0.2%
Cc1[nH]nc2c1C(c1ccoc1)C(C#N)=C(N)O2 (stereo not given)	7%	.	1.0%	.	15%	.	.	.	.	0.6%
Cc1ccc(-c2nnn(CC(=O)Nc3ccccc3N3CCOCC3)n2)cc1	12%	2.2%	-1.1%	-2%	2%	2%	1.1	-0.76	1309	8.0%
COc1cc(N=Nc2ccc3ccccc3c2)ccc1O	12%	.	-0.2%	.	7%	.	.	.	.	48%
CCCNC(=O)c1ccccc1NC(=O)c1ccccc1N(C)S(=O)(=O)c1ccccc1	-3%	1.1%	-0.1%	-3%	0%	4%	1	-0.25	1501	5.1%
CCN1CCN(S(=O)(=O)c2ccc(Cl)c(C(=O)Nc3ccc(OC(F)F)cc3)c2)CC1	8%	.	-0.5%	.	0%	.	.	.	.	8.7%
COc1cccc(NC(=O)Nc2ccc3c(c2)N(C)C(=O)CS3)c1	2%	-2.4%	1.0%	6%	-5%	12%	1.2	-1	827	20%
COc1ccc(OCCSc2nnc(-c3cccnc3)n2N)cc1	-9%	-2.3%	-0.6%	-15%	10%	-24%	1.1	-0.54	1391	0.8%
Cc1ccc(NC(=O)C2CCCN2S(=O)(=O)c2ccc3c(c2)CCC(=O)N3)cc1Cl (stereo not given)	-1%	-0.3%	-0.3%	10%	3%	5%	1.1	-0.85	895	0.2%
COc1cccc(/C=N/NC(=O)CC(=O)NCCc2ccc(OC)c(OC)c2)c1	6%	-1.5%	0.7%	12%	5%	11%	1.1	0.21	1895	0.3%
CN(C(=O)CSc1nc(C2CC2)nc2ccccc12)c1nc(-c2ccccc2)cs1	12%	0.6%	-0.6%	15%	-9%	9%	1.1	1.2	1091	2.7%
COc1ccccc1/C=C1\SC(=S)N(CCC(=O)Nc2cccc(O)c2)C1=O	8%	.	-0.8%	.	1%	.	.	.	.	1.7%
CCCCC1=CC2=C(c3ccco3)C(=O)C(C)(OC(=O)c3ccc(OC)cc3)C(=O)C2=CN1CCCOC(C)C (stereo not given)	27%	.	-0.2%	.	-17%	.	.	0.31	750	0.5%

Next structures follow:
SMILES	Large T inhibition	ER stress rescue	West Nile antiviral	human PMI inhibitors	Salmonella PhoP GFP	human PMI inhibition	TNAP activators	Insulin prom up	Insulin prom up cell count	RSV CPE inhibition
CCC1(CC)C(=O)C2=C3C1[C@H](C(=O)OC)CC(C(=O)OC)C[C@H]3[C@H]1C(=O)N(c3ccccc3)C(=O)[C@H]1[C@H]2C (stereo not given in full)	11%	.	-0.3%	.	9%	.	.	.	.	2.4%
CC(C)(CNC(=O)C1c2ccccc2-c2ccccc21)N1CCOCC1	4%	.	-0.5%	.	7%	.	.	.	.	-0.7%
Cc1sc(-c2ccncc2)nc1OC(=O)c1ccccc1	11%	-0.7%	0.1%	-20%	11%	-9%	1.2	1.9	793	0.7%
CSc1ccc(C(=S)N2CCCC2)cc1	6%	.	1.9%	.	-5%	.	.	.	.	1.6%
CCCn1c(O)c(CN2CCCC(C)C2)c(C)c(C#N)c1=O (stereo not given)	-11%	.	-0.1%	39%	-23%	41%	1.1	0.14	1338	1.1%
N#Cc1ccc(C(=O)OCC(=O)N2CCCC2)cc1	-4%	.	0.4%	.	-5%	.	.	.	.	0.4%
COc1ccc(-c2ccc(=O)n(Cc3cccc([N+](=O)[O-])c3)n2)cc1	19%	1.3%	-0.5%	0%	-4%	1%	1.1	-0.59	1176	-0.5%
O=C(CCCCCn1c(=S)[nH]c2ccc(N3CCOCC3)cc2c1=O)NCc1ccc(Cl)cc1	5%	1.1%	-0.2%	20%	0%	-20%	1.1	.	.	-0.5%
CCOC(=O)N1CCC(NCCNC(=O)c2cccs2)CC1	21%	.	0.4%	8%	18%	13%	1	0.22	1271	1.4%

Bioassay records: PubChem, several laboratories
